AHR activator: AHR activators, primary screen, cell-based, luminescence, luciferase reporter, human; 2.5% of 320,000 active; AID 2796, 2010; Aryl hydrocarbon receptor (Homo sapiens), P35869; activation, % at 5 µM; AHR-responsive luciferase reporter cells; in the data active = activation above about 47%;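 note: 0% = vehicle wells and 100% = reference agonist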
Target sequence (P35869 whole entry, looked up): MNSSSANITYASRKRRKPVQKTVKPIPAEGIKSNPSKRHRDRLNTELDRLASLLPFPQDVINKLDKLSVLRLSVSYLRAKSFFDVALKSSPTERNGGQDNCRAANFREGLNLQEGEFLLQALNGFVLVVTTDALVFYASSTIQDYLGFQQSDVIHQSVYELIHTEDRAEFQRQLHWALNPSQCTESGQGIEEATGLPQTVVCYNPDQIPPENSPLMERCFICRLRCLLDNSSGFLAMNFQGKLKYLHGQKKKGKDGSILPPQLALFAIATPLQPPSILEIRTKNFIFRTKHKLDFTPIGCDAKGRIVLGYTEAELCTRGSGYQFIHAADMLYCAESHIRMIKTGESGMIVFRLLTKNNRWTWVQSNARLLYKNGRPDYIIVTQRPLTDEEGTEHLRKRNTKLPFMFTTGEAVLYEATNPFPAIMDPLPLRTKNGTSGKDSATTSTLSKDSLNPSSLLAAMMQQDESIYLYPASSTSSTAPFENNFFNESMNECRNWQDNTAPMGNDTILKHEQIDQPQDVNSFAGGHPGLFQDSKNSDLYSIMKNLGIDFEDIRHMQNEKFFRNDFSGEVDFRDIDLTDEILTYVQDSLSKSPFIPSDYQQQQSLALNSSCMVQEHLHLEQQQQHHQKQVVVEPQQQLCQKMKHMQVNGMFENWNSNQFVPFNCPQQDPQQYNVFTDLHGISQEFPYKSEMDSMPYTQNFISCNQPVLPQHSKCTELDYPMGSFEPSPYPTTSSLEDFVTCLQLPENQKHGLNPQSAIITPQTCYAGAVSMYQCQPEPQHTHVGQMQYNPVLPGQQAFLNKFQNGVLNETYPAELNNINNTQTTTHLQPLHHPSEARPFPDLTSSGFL
LAP4 TOR yeast: modulators of LAP4-GFP expression in yeast, primary screen, S. cerevisiae, multiplex flow cytometry, MLPCN library; 3 h; median GFP as percent of DMSO wells; GFP response vs DMSO, % at 10 µM; 0.34% of 320,000 active; AID 2023, 2009;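 active = GFP response vs DMSO above a set limit, about the screen mean plus 3 SD, cut at about 150% in these data; inconclusive = under 70 cell events counted for the yeast strain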
MEP2 TOR yeast: modulators of MEP2-GFP levels in yeast, primary screen, S. cerevisiae, multiplex flow cytometry, MLPCN library; S. cerevisiae MEP2-GFP strain, 3 h; 100% = DMSO control level; GFP response vs DMSO, % at 10 µM; 0.51% of 330,000 active; AID 2016, 2009;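 active = GFP response versus DMSO above a set limit, roughly screen mean plus 3 SD, cut at about 180% in these data; inconclusive = fewer than 70 cells counted for a yeast strain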;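 note: median GFP fluorescence of the barcode-gated MEP2-GFP cells per well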
CR mimetic SO: reduction of superoxide in aged yeast, primary screen, HTS; S. cerevisiae aged cells, superoxide DHE fluorescence; active compounds read low; superoxide response (% of plate mean), % at 10 µM; 0.18% of 330,000 active; AID 2690, 2010;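 active = superoxide response under a set limit, about three screen SD below normal, cut at about 65% in these data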;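 note: yeast aged for seven days with compound at 30 °C before DHE staining; 100% = average MFI of all compound-treated wells on the plate with controls excluded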
AGP1 TOR yeast: modulators of AGP1-GFP expression in yeast TOR pathway, primary screen, cell-based, multiplex flow cytometry, S. cerevisiae, MLPCN library | GFP response vs DMSO, % at 10 µM | 0.02% of 320,000 active | 3 h; GFP as percent of DMSO wells;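 active = GFP response relative to DMSO above a set limit, near screen average plus 3 SD, cut at about 150% in these data; inconclusive = fewer than 70 cells counted for the yeast strain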;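 note: median GFP channel fluorescence of the gated AGP1 strain per well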
Efflux pump inh: inhibitors of Candida efflux pumps in yeast, primary screen, S. cerevisiae, Nile Red, multiplex; inhibition, % at 10 µM; S. cerevisiae Candida pump triplex; AID 485275, 2010; 0.44% of 330,000 active;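 active = plate passing quality check with inhibition over a set limit, or well fluorescence over plate mean plus 4 SD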;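 note: Nile Red retained in pooled yeast measured as flow cytometry median fluorescence; 0% = buffer negative control and 100% = Enniatin B positive control; higher means more Nile Red kept so more efflux inhibition; some compounds called inactive have numbers as strong as hits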
RPL19A-GFP yeast: RPL19A-GFP expression modulators in yeast, primary screen, cell-based, S. cerevisiae, multiplex flow cytometry, MLPCN | percent response vs DMSO, % at 10 µM | S. cerevisiae RPL19A-GFP strain, 3 h; active compounds read low | 0.3% of 330,000 active;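 active = percent response vs DMSO below 50%; inconclusive = fewer than 70 events counted for the yeast strain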;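 note: median channel GFP fluorescence of the barcoded RPL19A-GFP strain; ratio of sample median GFP to plate DMSO average so 100% = DMSO; lower means less RPL19A-GFP as with rapamycin TOR inhibition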
CIT2 TOR yeast: modulators of CIT2-GFP expression in yeast, primary screen, S. cerevisiae, GFP fusion, multiplex flow cytometry, MLPCN library; 0.065% of 320,000 active; GFP response vs DMSO, % at 10 µM; S. cerevisiae CIT2-GFP strain, 3 h; 100 means same as DMSO wells;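 active = GFP response relative to DMSO above a set limit, near the screen mean plus 3 SD, cut at about 150% in these data; inconclusive = Fewer than 70 cells measured for a yeast strain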;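 note: ratio of well median GFP fluorescence to mean of DMSO wells on the plate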
An asterisk follows results filed as active; u = inconclusive; x = no result given; [ ] = another dose, or the depositor's remark.

SMILES	AHR activator	LAP4 TOR yeast	MEP2 TOR yeast	CR mimetic SO	AGP1 TOR yeast	Efflux pump inh	RPL19A-GFP yeast	CIT2 TOR yeast
O=C(c1ccc(CS(=O)Cc2ccc(Cl)cc2)o1)N1CCN(c2ccccc2)CC1 (stereo not drawn)	3	103	100	113	102	-0.1	102	102
O=C(NCC1CCCO1)c1nn2c(C(F)(F)F)cc(-c3cc(Br)cs3)nc2c1Br (stereo not drawn)	11	67[may fluoresce violet]	231*[may fluoresce violet]	104	u	0.1	44*[may fluoresce violet]	u
Cc1nc(SCCOc2ccccc2F)[nH]c(=O)c1Cc1ccccc1	1	82	90	102	92	-0.1	100	94
Cc1ccc(S(=O)(=O)NCCN=C(CN2CCCC2)NS(=O)(=O)c2ccc(C)cc2)cc1	0	100	96	94	100	0.0	96	94
O=C(CCC(=O)N1CCOCC1)Nc1nnc(C2CCCCC2)s1	0	92	93	120	90	0.1	87	90
COc1cccc(NC(=O)c2cnc(SC)nc2)c1	9	123	94	104	93	0.2	100	79
CC(=O)[C@@H]1[C@@H]2C(=O)N(Cc3ccccc3)C(=O)[C@@H]2C2c3ccccc3C=CN21 (stereo partly drawn)	10	109	117	94	100	-0.3	99	97
C=CCOc1ccccc1/C=c1\sc2nc(-c3oc4ccccc4c3C)nn2c1=O	0	95	98	103	103	0.1	108	x
Cn1/c(=N/N=C/c2ccc(N3CCOCC3)cc2)sc2ccccc21	19	99	104	100	108	-0.1	105	103
O=C(NCCc1ccccc1)c1ccc2[nH]c(=O)c(=O)[nH]c2c1	0	89	109	88	94	0.2	96	104
CCS(=O)CC(=O)Nc1c(-c2ccccc2)oc2ccccc2c1=O (stereo not drawn)	-3	105	100	95	104	0.3	93	95
O=S(=O)(Nc1ccncc1)c1ccc(Cl)cc1	1	110	108	108	105	-0.2	99	102
CCOC(=O)c1ccc(S(=O)(=O)N2CCN(c3ccccn3)CC2)cc1	-4	94	107	87	105	0.1	102	102
Cc1cc(C)c(NC(=O)C2CSCCS2)c(C)c1 (stereo not drawn)	11	102	105	101	103	-0.2	99	106
COc1cc2c(cc1OC)CN(CC(=O)Nc1ccccc1C(=O)NCc1ccccc1)CC2	4	100	109	94	103	0.1	103	113
C=CCNC(=S)Nc1ccccc1	3	98	101	95	100	-0.1	96	104
Fc1ccc(CSc2nncn2NCc2ccc3c(c2)OCO3)cc1	26	77	75	103	x	0.0	93	90
CCN(CC)CCCOC(=O)C1(c2ccccc2)CCCC1	0	u	u	99	u	-0.1	u	u
Cc1ccc(/C=C/C(=O)Nc2cc(S(N)(=O)=O)ccc2O)cc1	4	96	95	101	100	0.2	92	93
Cc1ccc([N+](=O)[O-])c(C(=O)N/N=C/c2cccs2)c1	6	99	96	121	94	-0.2	95	95
CCN(CC)S(=O)(=O)c1cccc(NC(=O)COC(=O)c2cc(C)oc2C)c1	-1	97	97	90	99	0.1	104	89
O=C(NCc1ccon1)c1ccc(OC2CCN(CCc3ccccc3)CC2)cc1	0	106	102	97	99	-0.2	98	101
CN(C)CCOC(c1ccc(Cl)cc1)c1ccccn1 (stereo not drawn)	-3	106	108	98	104	-0.1	104	96
Cc1ccc(-n2ncc3c2CC(C)(C)CC3NC(=O)CCn2cncn2)cc1 (stereo not drawn)	x	84	108	85	100	-0.5	109	93
Cn1/c(=N\NC(=O)C2CCCCC2)sc2ccccc21	42	95	103	94	98	0.1	101	97
COc1ccc(CNc2ncccn2)cc1OC	1	102	101	101	102	-0.1	101	108
CN(C)Cc1c(C(C)(C)O)[nH]c2ccc(C(F)(F)F)cc12	2	97	102	120	100	0.0	98	92
Cc1ccc(S(=O)(=O)N(C)c2c(C)ccc(S(N)(=O)=O)c2C)cc1	-1	105	103	98	98	-0.1	92	83
Cc1cc(S(=O)(=O)N2CCCCC2)ccc1OCC(=O)Nc1ccccc1	3	102	99	94	103	-0.1	106	108
CCS(=O)(=O)N1CCN(S(=O)(=O)c2ccccc2)CC1	-1	100	99	97	102	0.0	101	98
CC1(C)CC(NC(=O)C23CCC(C)(C2Br)C3(C)C)CC(C)(C)N1 (stereo not drawn)	3	100	97	105	100	0.0	95	89
CCOC(=O)C1(CCc2ccccc2)CCN(C(=O)C(C)n2cncn2)CC1 (stereo not drawn)	2	107	90	94	100	-0.2	97	102

14 entries from above, as a markdown table.
| Molecule | AHR activator | LAP4 TOR yeast | MEP2 TOR yeast | CR mimetic SO | AGP1 TOR yeast | Efflux pump inh | RPL19A-GFP yeast | CIT2 TOR yeast |
| --- | --- | --- | --- | --- | --- | --- | --- | --- |
| Cc1ccc(/C=C/C(=O)Nc2cc(S(N)(=O)=O)ccc2O)cc1 | 4 | 96 | 95 | 101 | 100 | 0.2 | 92 | 93 |
| Cc1ccc([N+](=O)[O-])c(C(=O)N/N=C/c2cccs2)c1 | 6 | 99 | 96 | 121 | 94 | -0.2 | 95 | 95 |
| CCN(CC)S(=O)(=O)c1cccc(NC(=O)COC(=O)c2cc(C)oc2C)c1 | -1 | 97 | 97 | 90 | 99 | 0.1 | 104 | 89 |
| O=C(NCc1ccon1)c1ccc(OC2CCN(CCc3ccccc3)CC2)cc1 | 0 | 106 | 102 | 97 | 99 | -0.2 | 98 | 101 |
| CN(C)CCOC(c1ccc(Cl)cc1)c1ccccn1 (stereo not drawn) | -3 | 106 | 108 | 98 | 104 | -0.1 | 104 | 96 |
| Cc1ccc(-n2ncc3c2CC(C)(C)CC3NC(=O)CCn2cncn2)cc1 (stereo not drawn) | x | 84 | 108 | 85 | 100 | -0.5 | 109 | 93 |
| Cn1/c(=N\NC(=O)C2CCCCC2)sc2ccccc21 | 42 | 95 | 103 | 94 | 98 | 0.1 | 101 | 97 |
| COc1ccc(CNc2ncccn2)cc1OC | 1 | 102 | 101 | 101 | 102 | -0.1 | 101 | 108 |
| CN(C)Cc1c(C(C)(C)O)[nH]c2ccc(C(F)(F)F)cc12 | 2 | 97 | 102 | 120 | 100 | 0.0 | 98 | 92 |
| Cc1ccc(S(=O)(=O)N(C)c2c(C)ccc(S(N)(=O)=O)c2C)cc1 | -1 | 105 | 103 | 98 | 98 | -0.1 | 92 | 83 |
| Cc1cc(S(=O)(=O)N2CCCCC2)ccc1OCC(=O)Nc1ccccc1 | 3 | 102 | 99 | 94 | 103 | -0.1 | 106 | 108 |
| CCS(=O)(=O)N1CCN(S(=O)(=O)c2ccccc2)CC1 | -1 | 100 | 99 | 97 | 102 | 0.0 | 101 | 98 |
| CC1(C)CC(NC(=O)C23CCC(C)(C2Br)C3(C)C)CC(C)(C)N1 (stereo not drawn) | 3 | 100 | 97 | 105 | 100 | 0.0 | 95 | 89 |
| CCOC(=O)C1(CCc2ccccc2)CCN(C(=O)C(C)n2cncn2)CC1 (stereo not drawn) | 2 | 107 | 90 | 94 | 100 | -0.2 | 97 | 102 |

Source: PubChem BioAssay
